Screening results (PubChem BioAssay)
ATXN2 expr inh = Primary qHTS for Inhibitors of ATXN expression | Potency, µM (top dose mostly 57 µM), without a hit: at the top dose activity change, negative = inhibition, usual class: inhibitors | 360,000 tested, 0.72% active | HEK-293 ATXN2-luciferase reporter, luminescence, 24 h; note: % is set by controls: 0 for no effect and ±100 for the full control effect; nearly all actives have a fitted effect of over 55% in size
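ATXN2-luciferase reporter cells (luciferase flanked by upstream and downstream ATXN2 gene portions) were treated 24 h at 37 °C with compounds at up to 57 uM. SteadyGlo luminescence gave expression; GF-AFC fluorescence gave viability.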
EPAC2 antag = qHTS for Antagonist of cAMP-regulated guanine nucleotide exchange factor 2 (EPAC2): primary screen | EPAC2 GEF exchange of Rap1B-BODIPY-GDP, fluorescence | Potency, µM (top dose mostly 114 µM), without a hit: top-dose activity, negative = inhibition, most hits filed as inhibitors | 360,000 tested, 0.18% active; note: % is set by controls: 0 for no effect and ±100 for the full control effect; nearly all actives have a fitted effect of over 45% in size; many of its hits are not listed in these tables
Target sequence (Q8WZA2 whole entry, looked up): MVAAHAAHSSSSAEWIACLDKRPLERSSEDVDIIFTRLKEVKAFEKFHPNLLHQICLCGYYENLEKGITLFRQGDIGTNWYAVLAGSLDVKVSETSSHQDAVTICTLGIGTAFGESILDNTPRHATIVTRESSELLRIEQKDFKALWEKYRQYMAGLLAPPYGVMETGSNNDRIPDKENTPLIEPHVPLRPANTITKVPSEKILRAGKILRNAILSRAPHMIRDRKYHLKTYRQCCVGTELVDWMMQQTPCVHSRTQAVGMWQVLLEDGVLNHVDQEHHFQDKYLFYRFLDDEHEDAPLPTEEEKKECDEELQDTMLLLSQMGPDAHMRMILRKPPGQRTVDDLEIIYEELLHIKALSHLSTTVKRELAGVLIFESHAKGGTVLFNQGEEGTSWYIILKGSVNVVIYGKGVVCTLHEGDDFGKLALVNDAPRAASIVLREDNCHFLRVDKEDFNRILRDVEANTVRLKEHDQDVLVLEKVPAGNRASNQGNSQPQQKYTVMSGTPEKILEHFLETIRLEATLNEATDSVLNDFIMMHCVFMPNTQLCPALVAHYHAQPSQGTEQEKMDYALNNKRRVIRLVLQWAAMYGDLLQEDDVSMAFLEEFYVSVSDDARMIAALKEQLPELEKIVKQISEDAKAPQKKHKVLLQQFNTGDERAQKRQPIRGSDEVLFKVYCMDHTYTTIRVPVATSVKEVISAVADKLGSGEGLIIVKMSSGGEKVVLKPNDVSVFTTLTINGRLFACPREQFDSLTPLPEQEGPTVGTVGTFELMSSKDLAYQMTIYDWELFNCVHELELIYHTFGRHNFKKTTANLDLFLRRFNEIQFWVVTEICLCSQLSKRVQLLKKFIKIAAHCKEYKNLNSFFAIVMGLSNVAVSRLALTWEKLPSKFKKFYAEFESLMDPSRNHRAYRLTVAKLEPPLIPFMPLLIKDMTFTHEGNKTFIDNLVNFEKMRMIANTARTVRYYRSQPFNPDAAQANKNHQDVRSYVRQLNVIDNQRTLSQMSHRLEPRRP
MCF10A rerep = A quantitative high throughput screen for small molecules that induce DNA re-replication in MCF 10a normal breast cells; AID 624296, 2012; 350,000 tested, 2.9% active; MCF 10A DNA re-replication, Hoechst nuclear intensity, 48 h; Potency, µM (doses to about 46.1 µM), for the others: at the highest dose activity, positive = re-replication, actives largely listed as activators; note: % of control where 0% means no effect; nearly all actives have a fitted effect of over 50% in size
Nrf2 inh = Nrf2 qHTS screen for inhibitors | A549 ARE-Fluc reporter, luciferase luminescence, 18-24 h | Potency, µM (highest dose often 46 µM), for inactives: top-dose activity change, negative = inhibition, usual class: inhibitors | 360,000 tested, 2.1% active | AID 504444, 2011; note: % is set by controls: 0 for no effect and ±100 for the full control effect; nearly all actives have a fitted effect of over 60% in size
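Nrf2 activity is the BugLite luminescence, read 15 min after reagent at room temperature, following CellTiter-Fluor cytotoxicity readout (30 min, 37C). Compound titrations were applied for 18-24 h to 5000 A549 ARE_Fluc cells/well in 5% FBS OPTI-MEM.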
Nrf2 activator = qHTS of Nrf2 Activators | AREc32 ARE-luciferase reporter (MCF7-derived line), luminescence, 24 h | Potency, µM (top dose mostly 46.1 µM), without a hit: at the highest dose activation, hits mostly activators | 410,000 tested, 0.31% active | AID 624171, 2012; note: % of control where 0% means no effect; nearly all actives have a fitted effect of over 65% in size
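Cells of the AREc32 ARE-luciferase line are plated in OPTI-MEM containing 5% FBS and left overnight at 37 deg C. Compounds are pinned in, incubation continues 24 hr, and firefly luciferase signal is then measured.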
TGFb inhibitor = qHTS for Inhibitors of TGF-b | HepG2 CAGA-GFP TGF-b/SMAD3 reporter, GFP fluorescence, 18 h; TGF-beta stimulated, 500 pg/mL final | Potency, µM (series often up to 46.1 µM), without a hit: at the top dose activity, negative = inhibition, actives largely listed as inhibitors | 410,000 tested, 1.2% active; note: % is set by controls: 0 for no effect and ±100 for the full control effect; nearly all actives have a fitted effect of over 65% in size
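GFP signal (ex488/em500-530) from TGF-beta-stimulated HEPG2 CAGA-GFP cells, 500 pg/mL final, 18 h at 37 degrees C in DMEM plus 1% FBS, normalized to unstimulated and DMSO-stimulated controls.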
S2 tox = Viability Counterscreen for Primary qHTS for Inhibitors of ATXN expression; 400,000 tested, 0.49% active; Potency, µM (titrated, usually from 56.7 µM), hits mostly cytotoxic; S2 cells (HEK-293 line with an ATXN2-luciferase reporter) viability, CellTiter-Fluor protease fluorescence, 24 h; AID 651635, 2014; note: nearly all actives have a fitted effect of over 40% in size
A549 tox = Nrf2 qHTS screen for inhibitors: counterscreen for cytotoxicity | A549 ARE-Fluc cells, CellTiter-Fluor viability, 18-24 h | Potency, µM (highest dose often 46 µM), for the others: at the highest dose activity change, negative = cytotoxicity, usual class: inhibitors | 390,000 tested, 0.16% active | AID 504648, 2011; note: % is set by controls: 0 for no effect and ±100 for the full control effect
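A549 ARE_Fluc cells in 5% FBS OPTI-MEM were exposed to compounds in concentration-response for 18-24 h at 37 deg C. Viability was read by CellTiter-Fluor fluorescence (Ex 405/Em 525) after 30 min, before the luciferase read.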
HepG2 viability = qHTS for Inhibitors of TGF-b: Cytotox Counterscreen | 410,000 tested, 0.76% active | Potency, µM (titrated, usually from 46.1 µM), for the others: at the highest dose activity change, negative = cytotoxicity, hits mostly cytotoxic | AID 588856, 2011 | HepG2 CAGA-GFP viability, ATP luminescence, 18 h; note: some results filed as inactive show a strong effect at the top dose
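HepG2 CAGA-GFP cells (1000/well, DMEM with 1% FBS) received compound, then TGF-beta at 500 pg/mL final, and were incubated 18 hours at 37 degrees C. Viability was read by CellTiter-Glo luminescence. Media-only wells were set as complete cell-killing and DMSO as no toxicity.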
An asterisk follows results filed as active; i = inactive; u = inconclusive; x = no result given; [ ] = remark or other dose. Calls come from the whole dose curve; as a rule, active = well fitted curve in the direction sought with a large enough effect; inconclusive = small, poorly fitted or top-dose-only effect, or another doubt; inactive = no such curve, though single readings can be large; an effect the other way counts as inactive or inconclusive. Potency is the fitted concentration of half-maximal effect. Not all compounds are listed (hit frequency here may not be typical).

Structure | ATXN2 expr inh | EPAC2 antag | MCF10A rerep | Nrf2 inh | Nrf2 activator | TGFb inhibitor | S2 tox | A549 tox | HepG2 viability
CCN(C[C@H]1N[C@@](C)(C(=O)OC)[C@H]2C(=O)N(C)C(=O)[C@@H]12)C(=O)Nc1ccc(F)cc1 | 11% | -1% | u | 2% | 0.3% | -1% | i | -4% | -7%
Cc1ccc(S(=O)(=O)N2CCN(C(=O)CSc3nnc(-c4ccco4)o3)CC2)cc1 | 4% | 4% | 4% | -15% | 3.7% | -13% | i | 4% | 0%
O=C(NCc1ccccn1)C1CCN(C2CCN(Cc3cccc(F)c3)CC2)CC1 | x | 2% | x | x | -1.6% | -11% | i | x | -1%
Cc1ccc(SCCNC(=S)Nc2ccc(C)cc2C)cc1 | -21% | -4% | u | -7% | -0.7% | -17% | i | 7% | -21%
O=C(CSc1ccccc1C(=O)O)NC1CCCCCC1 | 17% | 1% | 6% | 1% | -0.4% | 12% | i | -1% | 7%
Cc1ccc(C)c(Cn2c(CN(C)Cc3ccccc3)nc3c2c(=O)n(C)c(=O)n3C)c1 | u | u | u | u | -0.1% | u | u | 4% | -11%
CN(CC1CCCN(CCc2ccc(F)cc2)C1)C(=O)CCC(F)(F)F (centres undefined) | 6% | 6% | -9% | -5% | 0.0%[9.22 µM] | 5% | i | 6% | -19%
COC(=O)c1cn(C(=O)c2cc(C)cc(C)c2)c2ccccc12 | -7% | u | 14% | -7% | 0.1% | 0% | x | 3% | -14%
OC(CN1CCN(c2ccccc2)CC1)c1c[nH]c2ccccc12 (centres undefined) | -17% | 3% | 15% | 7% | 3.0% | u | u | -11% | -12%
CCNC(=O)Nc1ccc(OC)cc1OC | x | -4%[57.1 µM] | -7% | -1% | -0.7% | -1% | i | 29% | -3%
O=C(O)CN1C(=O)/C(=C2\SC(=S)N(C(Cc3ccccc3)C(=O)O)C2=O)c2ccccc21 (centres undefined) | -22% | 12% | -1% | 1% | 0.8% | 0% | i | -21% | -6%
CN(C)C(CNC(=O)c1cc(S(=O)(=O)N(C)Cc2ccccc2)ccc1Cl)c1ccco1 (centres undefined) | -11% | -3% | u | 15µM* | 0.0% | -15% | i | -8% | -14%
COc1ccc(/C=C/c2nc(S(=O)(=O)c3ccccc3)c(N(C)C)o2)cc1OC | x | -7% | u | -6% | -0.1% | -1% | i | 1% | -1%
CCOC(=O)/C=C/C(=O)Nc1ccccc1C(=O)NC1CCCCC1 | 20% | 4% | u | -33% | 28% | 5% | i | 2% | -5%
Cn1c(=O)oc2cc(S(=O)(=O)CCC(=O)NCc3ccccc3)ccc21 | -5% | x | x | 21% | 0.4% | -6% | i | -1% | -23%
COc1ccc(-c2cccc(NS(=O)(=O)c3cc(C)c(OC)c(C)c3C)c2)nn1 | -29% | x | x | x | 1.0% | u | u | -14% | -25%
Cc1cc(Br)ccc1NC(=S)Nc1cccc([N+](=O)[O-])c1 | -16% | -2% | -21% | -13% | 2.0% | u | i | -7% | 3%
CC1CC(C)CN(S(=O)(=O)c2cccc(C(=O)N3C(=O)c4cccc(N)c4C3=O)c2)C1 (centres undefined) | -29% | 4% | 8% | -25% | 0.0% | 5% | u | u | -4%
Oc1ccc(N=Nc2ccc3ccccc3c2)cc1 | 72%[activator] | -11% | 6% | 2.6µM* | 10% | u | i | -23% | -31%
O=C(CSC1=NCCS1)N1CCc2ccccc21 | 77%[activator] | 7% | -7% | 8% | 3.5% | -2% | i | -6% | 0%
O=C(O)c1cccc(NC2=C(Cl)C(=O)c3ccccc3C2=O)c1 | u | -10% | u | u | -2.5% | u | 25µM* | u | -86%
Cc1cc2c3c([nH]c2cc1S(=O)(=O)NCCCOC(C)C)CC(C)(C)CC3=O | x | 2% | -12% | u | 2.6% | -11% | u | 9% | -26%
CCS(=O)(=O)N1CCCC(C(=O)NCCN2CCC(Cc3ccccc3)CC2)C1 (centres undefined) | -10% | -1% | -1% | 0% | -0.5% | -41% | i | -8% | 6%
CC1Sc2ccc(S(=O)(=O)CCC(=O)NCc3ccc(Cl)cc3)cc2NC1=O (centres undefined) | -29% | -6% | 0% | u | 1.8% | u | i | 3% | -16%
Nc1nnc(SCC(=O)NCc2ccc3c(c2)OCO3)s1 | 2% | 12% | -1% | x | -1.0% | -21% | i | -6% | -3%
CCOC(=O)CSc1nnc(-c2ccco2)n1-c1ccc(C)cc1 | 5% | 2% | 0% | 5% | -0.4% | 4% | u | 3% | -15%
Cc1ccc(S(=O)(=O)N2CC=C(c3ccc(F)cc3)CC2)cc1 | -8% | 0% | 14% | -11% | 0.1% | 3.2µM* | u | -2% | 5%
CCCCN(C(=O)c1cc(S(=O)(=O)N2CCCCC2)ccc1Cl)c1c(N)n(CC(C)C)c(=O)[nH]c1=O | 12% | 7% | 5% | -13% | -0.6% | -1% | i | 1% | 6%
CSc1nnc(-c2ccccc2Cl)n1N | -7% | 11% | -1% | x | -0.5% | u | i | 2% | 0%
Cc1ccc(/C=C/C(=O)NCc2ccccn2)o1 | 1% | 4% | 3% | 6% | 26% | -5% | i | -3% | 8%
O=C(Cc1ccc(Br)cc1)NCCc1ccccc1 | 37% | 3% | 7% | 41% | 1.9% | 1% | i | 1% | -11%
CCOC(=O)c1sc(NC(=O)CSc2n[nH]c(-c3ccc(Cl)cc3Cl)n2)c(C#N)c1C | -23% | -8% | -186%[0.0737 µM] | 2% | -0.3% | 10% | i | -2% | 2%
COc1cc2[nH]c(=S)nc(NCC3CCCO3)c2cc1OC (centres undefined) | 2% | -2% | 4% | -8% | 0.3% | 1% | i | -1% | -28%
O=C(CC1Nc2ccccc2NC1=O)NCc1cccnc1 (centres undefined) | 2% | -1% | 0% | -1% | -0.4% | -1% | i | -19% | 0%
Cn1c(CNC(=O)c2ccco2)nnc1SCCOc1ccccc1 | -13% | -10% | -4% | 3% | 0.2% | 2% | i | 0% | -5%
Cc1ccc(SCC(=O)NN2C(=O)c3ccccc3C2=O)cc1 | -15%[11.3 µM] | -3% | -1% | 12% | -0.7% | 11% | i | -9% | -2%
COC(=O)C1=C(CCc2ccccc2)NC(=O)NC1c1ccc(C#N)cc1 (centres undefined) | -3% | 12% | -9% | -7% | 1.1% | 0% | u | -2% | 0%
Cc1nn(C)cc1CN(C)Cc1ccc(OCC(O)CN2CCCCC2)cc1 (centres undefined) | -17% | 11% | 16% | 34% | 0.2% | -1% | u | -18% | -12%
CN(/C=C/C(=O)C(F)(F)C(F)(F)F)Cc1ccccc1 | x | 8% | 2% | -2% | -0.2% | 2% | x | -2% | 1%
O=C1C(c2ccccc2)CN1Cc1ccccc1 (centres undefined) | 29% | 8% | x | x | 0.4% | 2% | i | x | 8%
Cc1noc(C)c1C(=O)Nc1ccccc1N1CCOCC1 | 3% | -3% | 10% | -7% | -0.2% | 11% | i | -1% | 2%
Cc1ccc(Cn2cccc(-c3nc4ccccc4s3)c2=O)cc1 | 78%[activator] | -20% | u | -22% | 10% | -3% | x | x | -28%
O=C(CSc1ccc2c(c1)OCCO2)Nc1ccc(Br)cn1 | u | -2% | u | u | 2.8% | u | u | -9% | -36%
O=C(Nc1nc2ccccc2n1CCOc1ccccc1Cl)c1ccccc1 | 44%[activator] | x | x | u | 6.6% | -2% | i | 0% | -11%
CCOC(=O)c1cc2occc2n1Cc1c(F)cccc1Cl | 0% | -11% | u | -16% | -0.7% | -1% | i | -15% | 3%
O=C(CSc1oc(-c2ccccc2)nc1S(=O)(=O)c1ccc(F)cc1)NCC1CCCO1 (centres undefined) | -18% | -1% | 1% | -13% | 0.2% | -14% | i | -2% | -12%
O=C(O)CC(CN1C(=O)c2ccccc2C1=O)c1ccccc1 (centres undefined) | 19% | 5% | -1% | -6% | -0.5% | 3% | i | -7% | 10%
CC(C)(C)OC(=O)NC(CC(=O)OCc1ccccc1)C(=O)O (centres undefined) | x | 6% | 17% | 0% | -0.2% | -10% | i | 3% | 3%

Reprinted at random: 4 entries already listed, in no set order.
Structure | ATXN2 expr inh | EPAC2 antag | MCF10A rerep | Nrf2 inh | Nrf2 activator | TGFb inhibitor | S2 tox | A549 tox | HepG2 viability
COc1cc2[nH]c(=S)nc(NCC3CCCO3)c2cc1OC (centres undefined) | 2% | -2% | 4% | -8% | 0.3% | 1% | i | -1% | -28%
O=C(CSc1oc(-c2ccccc2)nc1S(=O)(=O)c1ccc(F)cc1)NCC1CCCO1 (centres undefined) | -18% | -1% | 1% | -13% | 0.2% | -14% | i | -2% | -12%
CSc1nnc(-c2ccccc2Cl)n1N | -7% | 11% | -1% | x | -0.5% | u | i | 2% | 0%
Oc1ccc(N=Nc2ccc3ccccc3c2)cc1 | 72%[activator] | -11% | 6% | 2.6µM* | 10% | u | i | -23% | -31%

More entries.
Structure | ATXN2 expr inh | EPAC2 antag | MCF10A rerep | Nrf2 inh | Nrf2 activator | TGFb inhibitor | S2 tox | A549 tox | HepG2 viability
Cc1ccc(S(=O)(=O)NNC(=O)c2ccoc2C)cc1 | -11% | -1% | 3% | -6% | 0.2% | 1% | i | 2% | -4%
CN(c1ccc(C(=O)NCc2ccc3c(c2)OCO3)cc1)S(C)(=O)=O | 3% | 7% | -4% | 3% | -0.5% | -1% | i | -8% | -1%
COc1ccc(/C=N/Nc2ccccn2)c(OC)c1OC | 47%[activator] | -7% | u | u | 8.5% | 0% | i | 11% | -5%
O=C(NC1CC1)c1sc2cc(Cl)ccc2c1Cl | 24% | 13% | 6% | u | 5.9% | -2% | i | 0% | -23%
Cn1c(CN2CCOCC2)c(C#N)c2ccccc21 | 1% | -2% | 1% | -13% | 0.1% | -5% | i | 7% | 0%
C(=N\n1cnnc1SCc1ccccc1)/c1ccco1 | -3% | -2% | -18% | 3% | 6.1% | 5% | i | 1% | -15%
